GPR151 ag: activates the human receptor GPR151. PathHunter beta-arrestin GPR151 cells, luminescence. activation, % at 11.2 µM. hit rate 1% among 650,000. AID 1508602; in the data active = activation above about 4.9%;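 also: 0% = median of compound wells and 100% = cells with positive control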
Target sequence (Q8TDV0 whole entry, looked up): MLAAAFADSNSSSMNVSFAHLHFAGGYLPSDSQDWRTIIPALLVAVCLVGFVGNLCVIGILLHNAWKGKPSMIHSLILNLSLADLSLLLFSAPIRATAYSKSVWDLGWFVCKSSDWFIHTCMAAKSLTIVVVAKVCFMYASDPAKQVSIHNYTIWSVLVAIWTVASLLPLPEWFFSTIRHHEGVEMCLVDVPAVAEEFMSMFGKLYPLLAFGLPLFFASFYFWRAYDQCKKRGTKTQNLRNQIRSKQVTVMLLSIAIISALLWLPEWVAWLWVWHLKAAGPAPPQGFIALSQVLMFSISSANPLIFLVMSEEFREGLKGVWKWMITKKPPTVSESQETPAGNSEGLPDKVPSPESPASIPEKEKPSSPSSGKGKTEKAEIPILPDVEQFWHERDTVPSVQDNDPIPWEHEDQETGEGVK
TEAD-YAP inh: TEAD-YAP interaction inhibition; HEK-TIYL cells, TEAD-Gal4/YAP UAS-luciferase luminescence; inhibition, % at 9.12 µM; hit rate 1.4% among 640,000; in the data active = inhibition above about 32%;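 also: 0% = median of test compound wells and 100% = reference inhibitor wells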
FBW7 activator: human FBW7 E3 ligase activation, primary screen; AlphaScreen FBW7–phospho-cyclin E peptide binding, activator screen; normalized activity (activation), % at 26.1 µM; hit rate 0.13% among 650,000; in the data active = normalized activity above about 1.9%;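 also: purified mutant Fbw7 with reduced substrate affinity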
MITF primary: inhibitors of human MITF | AlphaScreen MITF homodimerization, bead proximity signal | hit rate 0.91% among 650,000 | inhibition, % at 2.6 µM; in the data active = inhibition above about 50%;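 also: 0% = vehicle wells with protein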
Target sequence (O75030 whole entry, looked up): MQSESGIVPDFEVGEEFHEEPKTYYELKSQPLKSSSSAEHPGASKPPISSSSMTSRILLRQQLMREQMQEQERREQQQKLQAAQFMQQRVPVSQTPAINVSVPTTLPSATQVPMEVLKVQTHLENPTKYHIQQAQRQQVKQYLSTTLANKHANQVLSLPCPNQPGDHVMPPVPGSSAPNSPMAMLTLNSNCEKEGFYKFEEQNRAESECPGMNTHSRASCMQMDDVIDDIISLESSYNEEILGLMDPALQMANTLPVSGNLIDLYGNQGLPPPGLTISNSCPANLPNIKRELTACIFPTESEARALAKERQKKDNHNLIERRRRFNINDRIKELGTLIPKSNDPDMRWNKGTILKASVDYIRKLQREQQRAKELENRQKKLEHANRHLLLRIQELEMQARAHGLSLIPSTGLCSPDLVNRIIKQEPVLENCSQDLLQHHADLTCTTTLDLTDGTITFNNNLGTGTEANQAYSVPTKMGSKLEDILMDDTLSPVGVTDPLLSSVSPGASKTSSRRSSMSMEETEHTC
Active calls of the source: *; & = joins results of further samples.

compound	TEAD-YAP inh	GPR151 ag	MITF primary	FBW7 activator
O=C(CSc1ccccn1)N/N=C\c1c[nH]c2ccccc12	-8	-0.5	-3	-0.1
CC(C)n1cnc2c(Nc3ccc(N4CCOCC4)cc3)nc(N3CCOCC3)nc21	19	-2.4	0	-0.5
Cc1ccc(S(=O)(=O)Nc2nccnc2-c2ccc(C=O)cc2)nc1	-52	2.9	-7	-0.5
Cn1nc(C(=O)OCC(=O)Nc2cccc(F)c2)c2ccccc2c1=O	6	-0.3	-11	-0.1
COc1cc2nc(N(C)C)nc(N)c2cc1OC	61*	-0.2	17	0.0
COc1ccc2c(c1)C=C([C@@H]1C[C@H]3CN(c4ccccc4OC)C(=O)[C@]34CCCN14)CO2	6	0.7	5	-0.1
CCOC(=O)C1=C(C)NC2=C(C(=O)CC(C)(C)C2)C1c1ccc2c(c1)OCCO2 (stereo not drawn)	6&0	-0.9&1.3	-8&8	0.5&0.1
O=c1[nH]c(=O)n(-c2cccc(Cl)c2)c(O)c1/C=N/c1nnc(-c2ccc(Cl)cc2Cl)s1	-3	-1.3	-1	-0.1
O=C(/C=C/c1ccccc1)Nc1cc(NC(=O)/C=C/c2ccccc2)cc(C(=O)O)c1	6	-1.1	-9	0.0
COc1ccc(Br)cc1/C=C1\N=C(c2cc(OC)c(OC)c(OC)c2)OC1=O	-5	1.9	-12	-0.1
CC(C)(C)CC(=O)Nc1ccc(S(=O)(=O)NC2=NCCCCC2)cc1	11	-0.3	3	0.0
O=C1N[C@@H](Cc2ccc(O)cc2)C(=O)N2CCNC[C@H]12	0	-1.1	-16	0.0
CCN(CC)S(=O)(=O)c1ccc2nc(CCl)[nH]c2c1	-2	0.7	2	0.0
Cc1ccc(S(=O)(=O)NCC(=O)Nc2cccc(Cl)c2)cc1	1	-1.3	-12	-0.1
FC(F)(F)c1ccc(Cn2cnc3c(NCc4nc5ccccc5[nH]4)nc(Nc4ccc(C(F)(F)F)cc4)nc32)cc1	0	2.0	9	0.2
CC(C)(C(=O)NCCn1nc(-c2ccco2)ccc1=O)c1ccc(Cl)cc1	-6	-1.2	13	-0.1
O=C(CN1CCCC1)NCC1COc2ccccc2O1 (stereo not drawn)	6	-0.3	18	0.0
COc1cccc2cc(-c3nnc(SCC(=O)Nc4ccc(C)cc4)n3N)oc12	9	-0.9	-1	0.0
Cc1cc(N2C(=O)c3ccc(C(=O)NCc4cccs4)cc3C2=O)no1	-5	-1.9	15	0.7
S=C(NCc1ccco1)SCc1cn2cccnc2n1	13	-0.1	-2	-0.1
Cc1cc(C)c(S(=O)(=O)Nc2ccc(Cl)cc2)c(C)c1	1	1.9	-2	-0.2
CCOC(=O)CN(Cc1ccccc1)S(=O)(=O)c1ccc(NC(C)=O)cc1	-3	-1.2	-7	0.1
Cc1ccc(C(=O)COC(=O)c2ccc(-n3cnnn3)cc2)cc1	12	-1.2	10	0.6
O=C(Nc1ccccc1Cl)C(Cc1ccccc1)N1C(=O)c2ccccc2C1=O (stereo not drawn)	4	0.7	2	0.0
Cc1ccc(NC(=O)NC(=O)CCBr)c(Br)c1	-31	-0.7	16	0.2
O=C(NCCCN1CCCCCC1)c1ccc(N2CCCC2=O)cc1	6	0.5	-4	-0.2
COc1ccccc1/C=N/NC(=O)c1ccccc1O	-29	7.1*	-1	-0.2
CCCSc1ncnc2c1oc1ccccc12	-1	0.1	8	-0.1
O=C(c1ccncc1)N(Cc1cc2ccccc2[nH]c1=O)CC1CCCO1 (stereo not drawn)	4	-0.4	-16	-0.1
CCOc1cc2[nH]c(=S)n(CCCC(=O)NC3CCCC3)c(=O)c2cc1OCC	13	-1.1	0	1.0

Already shown: 4 of the compounds above.
compound	TEAD-YAP inh	GPR151 ag	MITF primary	FBW7 activator
Cc1ccc(S(=O)(=O)Nc2nccnc2-c2ccc(C=O)cc2)nc1	-52	2.9	-7	-0.5
Cn1nc(C(=O)OCC(=O)Nc2cccc(F)c2)c2ccccc2c1=O	6	-0.3	-11	-0.1
COc1cc2nc(N(C)C)nc(N)c2cc1OC	61*	-0.2	17	0.0
COc1ccc2c(c1)C=C([C@@H]1C[C@H]3CN(c4ccccc4OC)C(=O)[C@]34CCCN14)CO2	6	0.7	5	-0.1

The listing continues.
compound	TEAD-YAP inh	GPR151 ag	MITF primary	FBW7 activator
C/C(=N\NC(=O)COc1ccc(Cl)cc1Cl)c1cccnc1	2	-0.5	4	0.0
CC(C)CC(=O)N[C@@H](C)Cn1nc(-c2cccs2)oc1=O	1	-0.2	-2	0.2
CCn1c(=O)n(CC(=O)Nc2cc(OC)ccc2OC)c(=O)c2ccccc21	-7	-0.9	-8	0.0
C/C(=C\C(=O)c1ncc(C(F)(F)F)cc1Cl)N(C)C	0	1.4	14	1.4
Cc1cccc(C(=O)N(CC(=O)Nc2sc(C)c(C)c2C(N)=O)C2CCCC2)c1	31	-0.4	22	0.1
CC(C)c1ccc(NC(=O)C(=O)NCCc2ccccc2)cc1	11	3.8	16	0.0
CCOC(=O)c1c(NC=O)sc2c1CCC2	-1	-0.3	9	0.2
COc1ccc(NC(=O)CSc2nc(N)cc(=O)[nH]2)c([N+](=O)[O-])c1	14	2.0	11	-0.1
CCOc1ncccc1C(=O)OCC(=O)N(CC(C)C)C1CCS(=O)(=O)C1 (stereo not drawn)	-2	0.4	12	0.3
CC(=O)Nc1cccc(NC(=O)c2cc3c(=O)oc4ccccc4c3s2)c1	13	2.4	6	0.0
O=C(Nc1cc(F)ccc1F)C1CCC1	4	1.3	16	0.0
Cc1cc(C)cc(NC(=O)C2C3C=CC4(O3)C2C(=O)N(CCCN2CCCC2)C4C(=O)NC2CCCC(C)C2C)c1 (stereo not drawn)	-1	0.1	7	0.0
CC(=O)Oc1ccc2c(=O)c(Oc3cc(C)cc(C)c3)coc2c1	6	-0.6	-4	0.2
Oc1ccccc1CN1CCc2nnc(CCc3ccccc3)n2CC1	3	0.6	4	0.0
Cc1nc(NCc2cccs2)sc1-c1ccn(C2CCOC2)n1 (stereo not drawn)	-6	1.2	10	0.1
N#Cc1ccc(NC(=O)CNCc2ccncc2)cc1	6	-0.9	35	0.0
O=C(Nc1cc(F)ccc1F)C12CC3CC(C1)CC(n1cncn1)(C3)C2	4	-0.3	-5	-0.1
COC(=O)C(NC(=O)c1ccccc1OC)(Nc1ncc(Cl)cc1Cl)C(F)(F)F (stereo not drawn)	1	-1.2	11	0.0
COc1cccc(NC(=O)CN2CCC3(CC2)CC(=O)c2ccccc2O3)c1	6	-0.8	5	0.0
CCOc1ccc(C2(O)C[N+]3=C(CCCCC3)N2c2ccc3c(c2)OCO3)cc1 (stereo not drawn)	-2	0.5	-1	-0.1
CCN1CCN(CC(=O)c2cc(C)n(-c3ccc(F)cc3)c2C)CC1	-6	1.0	80*	-0.1
CCc1cccc2c(C=C(C#N)C#N)cn(CC(=O)N3CCCC3)c12	1	2.3	-2	-0.1
COc1ccc(-c2n[nH]c3c2C(c2cccc([N+](=O)[O-])c2)NC3=O)cc1 (stereo not drawn)	11	-0.7	1	0.1
CCOC(=O)Cc1cc(=O)[nH]c(/N=C(\N)Nc2ccc(OC)cc2)n1	0	-0.2	17	0.1
CN1CCC(N2C(=O)Cc3ccccc32)CC1	1	2.9	39	-0.3
O=C(NCC1OCCc2ccccc21)C(=O)NC1CCN(Cc2ccccc2)CC1 (stereo not drawn)	0	0.0	-13	-0.2
COc1cc(NC(=O)c2ccc3nc(-c4ccc(C(=O)N5CCN(C)CC5)cc4)sc3c2)cc(OC)c1OC	52*	-0.4	13	0.0
O=S(=O)(Nc1cccc(Cl)c1)c1cccc2nsnc12	2	0.4	3	-0.2
CCOC(=O)c1ccc(NC(=S)N(CCCN2CCCCCC2)Cc2ccco2)cc1	-8	-0.3	-21	-0.1
COCc1ccccc1Cn1cnc2ccccc21	15	-0.5	-8	0.0

Results in MITF primary (2 entries from above):
Molecule,MITF primary
N#Cc1ccc(NC(=O)CNCc2ccncc2)cc1,35
O=C(Nc1cc(F)ccc1F)C12CC3CC(C1)CC(n1cncn1)(C3)C2,-5

The list goes on.
compound	TEAD-YAP inh	GPR151 ag	MITF primary	FBW7 activator
CN1C(=O)CC(N2CCC(C(N)=O)(N3CCCCC3)CC2)C1=O (stereo not drawn)	0	-1.1	-1	-0.1
COc1ccc(-c2nc(Nc3ccc(N4CCOCC4)cc3)c3[nH]cnc3n2)cn1	32	-0.8	18	0.0
CCCCNC(=O)CCN1C(=O)c2ccccc2C1=O	-2	0.5	10	0.1
COc1ccc(NS(=O)(=O)c2ccc(NS(=O)(=O)c3ccc(C)cc3)cc2)cc1	0	3.5	14	-0.1
O=C(NCCc1ccccc1)C(=O)c1c(O)[nH]c2ccccc12	-5	-1.1	10	0.5
CCN=C(NCC)SC1CC(=O)N(c2ccc(Cl)cc2)C1=O (stereo not drawn)	0	-0.5	-4	-0.1
COC(=O)C1=C(C)NC2=C(C(=O)CC(c3cccs3)C2)C1c1cccc(OC)c1OC (stereo not drawn)	6&18	0.3&0.2	-5&7	0.1&1.0
COc1cc(C(=S)N2CCCC2)ccc1OS(=O)(=O)c1ccc(NC(C)=O)cc1	13	0.8	14	0.0
Cc1cccn2c(=O)c(C#N)c(-c3ccc(F)c(F)c3)nc12	1	0.1	-4	-0.2
O=c1c2ccc(Cl)cc2nc(/C=C/c2ccc(OC(F)F)cc2)n1-c1ccc(F)cc1	-9	0.9	2	-0.2
C=CCn1c(SCC(=O)Nc2cccc(C(=O)O)c2)nnc1-c1ccccc1Cl	2	2.3	1	-0.1
COc1ccc(NC(=O)c2cc(C(C)C)on2)c(OC)c1	-38	-0.2	14	-0.1
Cc1nn(C)c(C)c1C(C)NC(=O)c1ccc(OC2CCN(Cc3ccccn3)CC2)cc1 (stereo not drawn)	8	0.8	9	0.2
O=C(/C=C/c1ccc([N+](=O)[O-])cc1)Nc1cccc2c1C(=O)c1ccccc1C2=O	-3	0.4	5	0.2
COc1cccc(/C=N/Nc2ccc(S(=O)(=O)O)cc2)c1	-5	-0.7	5	0.1
O=C(Cn1c(=O)oc2ccccc21)Nc1ccc(F)cc1F	-1	-0.1	0	-0.2
CC1=C(C(=O)OC(C)C)C(c2ccc(O)c([N+](=O)[O-])c2)NC(=O)N1 (stereo not drawn)	-3	2.3	-2	0.1
Cc1cc2ccccc2n2c(=O)n(CO)nc12	-4	-0.5	-11	0.8
CSc1c(CC(=O)NC(C)(C)CO)n(C)c2ccccc12	0	-0.4	-14	0.1
CCOC(=O)c1nn(CCO)c2c1CN(Cc1ccc3c(c1)Cc1ccccc1-3)CC2	10	0.3	-6	-0.1
c1ccc(CN2CCC(Nc3nc(N4CCN(c5ccccn5)CC4)nc4c3ncn4-c3ccccc3)CC2)cc1	4	-0.7	-4	-0.2
CCOC(=O)CC(=O)CSc1nc2ccsc2c(=O)n1Cc1ccccc1	-19	-1.5	3	0.0
CC(=O)Nc1ccc(Nc2cc(-c3c(C)nn(C)c3C)nc(N)n2)cc1	-4	0.3	2	-0.1
O=C(c1ccc(-n2cnnn2)cc1)N1CCCC1	13	1.0	9	0.0
COc1cc2[nH]c(=S)nc(NCc3ccccc3)c2cc1OC	7	-0.8	-2	0.0
COC(=O)CN(C(=O)COc1ccc2c(C)cc(=O)oc2c1)c1ccc(OC)cc1	13	0.9	4	-0.1
COc1ccc(C2C(C#N)=C(N)Oc3n[nH]c(C)c32)cc1COc1ccc(F)cc1 (stereo not drawn)	-5	-0.5	16	0.9
COc1cccc(C2CC(c3cc(OC)ccc3OC)n3ncnc3N2)c1 (stereo not drawn)	6	-0.6	7	0.0
O=C1/C(=C/c2ccc(-c3cc(Cl)ccc3Cl)o2)C=C(c2ccccc2)N1c1ccc(Sc2ccc([N+](=O)[O-])cc2)cc1	-4	-1.5	15	-0.2
CCNC(=S)NS(=O)(=O)c1ccc(F)cc1	-3	-1.2	5	0.0
COc1ccc(CNC(=O)CSc2nnnn2C2CCCCC2)cc1	2	-1.3	24	0.1
COc1ccccc1N1CCN(C(=O)COc2ccc(Cl)cc2C)CC1	58*	1.0	-6	0.2
O=C(CCc1ccccc1)N/N=C/c1cccnc1	12	0.1	-6	-0.1
CC1=CC(C)C2COC(c3ccccc3O)C1C2C (stereo not drawn)	-4	0.0	-2	0.0
CCCCNC(=O)C(=O)NCCC1CCCCN1S(=O)(=O)c1ccc(C)cc1 (stereo not drawn)	51*	0.4	-7	-0.1
Cc1cc2nc(N)sc2cc1[N+](=O)[O-]	-28	-1.0	14	0.0
O=C(Nc1cccc(Cl)c1)c1cnn2c1NC(c1ccco1)CC2C(F)(F)F (stereo not drawn)	-19	0.5	-16	0.2
Cc1cc(C)n(C(=O)COc2ccc(Oc3ccccc3)cc2)n1	-1	0.1	8	0.0
C=CCOc1ccc(C2NC(C(=O)O)CS2)cc1 (stereo not drawn)	-3	0.4	0	-0.3
CNc1c(NC(=O)c2c(-c3ccccc3Cl)noc2C)c(=O)oc2ccccc12	3	1.1	0	-0.2
CSc1ccc(CNc2ccc(N3CCOCC3)cc2)cc1	-9	-2.2	35	-0.7

The order is random. About 3.5% of those tested had a hit in this group.
